Nrf2 activator = activators of Nrf2 (ARE) signaling; 410,000 tested, 0.31% active; Potency, µM (highest dose often 46.1 µM), for the others: top-dose activation, hits mostly activators; AREc32 ARE-luciferase reporter (MCF7-derived line), luminescence, 24 h; also: potency is read from the fitted curve at half-maximal effect; % of control where 0% means no effect; nearly all actives have a fitted effect of over 65% in size
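Reporter line AREc32 (ARE-Fluc), seeded overnight in OPTI-MEM with 5% FBS; compound pin-transferred, 24 hr at 37 deg C, 5% CO2; luminescent read-out.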
A549 viability = kills or reduces viability of A549 cells in Nrf2 counter-screen. A549 ARE-Fluc cells, CellTiter-Fluor viability, 18-24 h. Potency, µM (titrated, usually from 46 µM), inactives show at the top dose activity change, negative = cytotoxicity, actives largely listed as inhibitors. 390,000 tested, 0.16% active; also: potency is read from the fitted curve at half-maximal effect; % is scaled to controls: 0 for no effect and ±100 for the full control effect
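Cytotoxicity counterscreen: CellTiter-Fluor fluorescence was measured in A549 ARE_Fluc cells after 18-24 h of compound exposure in a concentration series. The subsequent BugLite luminescent read reports ARE-luciferase activity.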
Nrf2 block = blocks Nrf2 signaling; A549 ARE-Fluc reporter, luciferase luminescence, 18-24 h; Potency, µM (titrated, usually from 46 µM), for the others: at the top dose activity change, negative = inhibition, hits mostly inhibitors; 360,000 tested, 2.1% active; also: potency is read from the fitted curve at half-maximal effect; % is scaled to controls: 0 for no effect and ±100 for the full control effect; nearly all actives have a fitted effect of over 60% in size
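Two sequential reads on A549 ARE_Fluc cells exposed to compound for 18-24 h: a CellTiter-Fluor fluorescence read for viability, then a luciferase luminescence read for Nrf2/ARE activity.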
TGFb SMAD3 inh = inhibitors of TGF-b signaling. HepG2 CAGA-GFP TGF-b/SMAD3 reporter, GFP fluorescence, 18 h; TGF-beta stimulated, 500 pg/mL final. Potency, µM (top dose mostly 46.1 µM), inactives show at the top dose activity, negative = inhibition, most hits filed as inhibitors. 410,000 tested, 1.2% active; also: potency is read from the fitted curve at half-maximal effect; % is scaled to controls: 0 for no effect and ±100 for the full control effect; nearly all actives have a fitted effect of over 65% in size
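Inhibition was scored as loss of TGF-beta-induced (500 pg/mL final, 18 hours, 37 degrees C) GFP in HEPG2 cells carrying a CAGA-GFP reporter, in DMEM with 1% FBS. Well GFP was summed per cell; Activity was normalised to unstimulated and stimulated DMSO wells, then concentration-response fitting.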
Abeta yeast res = A-beta toxicity reversal in yeast; yeast expressing A-beta42, growth rescue, OD600, 48 h; response scale: 0% DMSO, 100% iron-clioquinol control; Potency, µM (doses to about 46.1 µM), without a hit: at the highest dose growth rescue, actives largely listed as activators; 410,000 tested, 0.063% active; AID 1347071; also: potency is read from the fitted curve at half-maximal effect; nearly all actives have a fitted effect of over 55% in size
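Yeast growth medium received pinned compounds, then yeast cells expressing toxic A-beta were added; plates incubated at 30 C for 48 hr. Growth read as absorbance at 600 nm, normalized to DMSO and equimolar FeCl3 plus clioquinol controls.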
HepG2 viability = kills HepG2 cells in TGF-b inhibitor counter-screen; 410,000 tested, 0.76% active; HepG2 CAGA-GFP viability, ATP luminescence, 18 h; Potency, µM (highest dose often 46.1 µM), inactives show at the top dose activity change, negative = cytotoxicity, hits mostly cytotoxic; also: potency is read from the fitted curve at half-maximal effect; some results filed as inactive show a strong effect at the top dose
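HepG2 CAGA-GFP cells (1000/well, DMEM with 1% FBS) received compound, then TGF-beta at 500 pg/mL final, and were incubated 18 hours at 37 degrees C. Viability was read by CellTiter-Glo luminescence. Media-only wells were set as complete cell-killing and DMSO as no toxicity.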
MmCpn inh = M. maripaludis TRiC chaperonin inhibition; purified Mm-Cpn ATPase, ADP Transcreener TR-FRET; Potency, µM (titrated, usually from 76.9 µM), without a hit: at the highest dose activity, negative = inhibition, hits mostly inhibitors; 330,000 tested, 0.031% active; also: potency is read from the fitted curve at half-maximal effect; % is scaled to controls: 0 for no effect and ±100 for the full control effect; nearly all actives have a fitted effect of over 80% in size
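Purified archaeal chaperonin (25 nM final) was preincubated with compound for 10 min at 37°C, then ATP (10 uM final) was added for 30 min at 37°C in Tris pH 7.4/KCl/MgCl2/DTT buffer. ADP was quantified by HTRF Transcreener TR-FRET.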
CCT modulator = changes cytosolic chaperonin activity. activity change, % (test concentration not listed), hits read low. purified chaperonin ATPase assay, HTRF ADP detection, 30 min. 360,000 tested, 0.3% active; in the data active = activity change below about -30%; also: % is scaled to controls: 0 for no effect and ±100 for the full control effect
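We incubate TRiC, 40 or 20 nM final, with library compounds at 76 uM and 10 uM ATP for 30 min at 37 °C. ADP formed is detected with Transcreener HTRF reagents after 30 min at room temperature.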
pAkt inh = Akt phosphorylation inhibition; Neuro2A IGF-stimulated pAkt S473 HTRF, 20 min; hits give low values; activity change, % for hits at 50 µM; 360,000 tested, 0.32% active; in the data active = activity change below about -80%; inconclusive = mostly about -51% to -80%; also: % is scaled to controls: 0 for no effect and ±100 for the full control effect
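Neuro2A cells (4,500/well, DMEM with 0.5% FBS) were treated with compound at a single 50 µM final concentration, stimulated with 6 nM IGF for 20 min at 37 °C, and lysed. Phospho-Akt Ser473 was read by HTRF as 665/615 ratio ×10^4.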
* = called active by the depositor; i = inactive; ? = inconclusive; / = no result given; & = joins results of further samples; [ ] = another dose, or the depositor's remark. Unless noted, calls follow the shape of the dose curve; as a rule, active = well fitted curve in the direction sought with a large enough effect; inconclusive = small, poorly fitted or top-dose-only effect, or another doubt; inactive = no such curve, though single readings can be large; an effect the other way counts as inactive or inconclusive. These rows are one share of the data (hit frequency here may not be typical).

Field names: A = Nrf2 activator; B = A549 viability; C = Nrf2 block; D = TGFb SMAD3 inh; E = Abeta yeast res; F = HepG2 viability; G = MmCpn inh; H = CCT modulator; I = pAkt inh
1. COc1ccc(Sc2ccc(NC(=O)c3ccccc3Cl)cc2C#N)cc1
  A: 7.3%; B: ?; C: /; D: -27%; E: 20%; F: -29%; G: -18%; H: -3.7; I: i

2. COc1c(O)cc2c(c1O)[C@@H]1O[C@H](CO)[C@@H](O)[C@H](O)[C@H]1OC2=O
  A: 2.7%; B: -10%; C: -14%; D: 14%; E: 5%; F: 1%; G: -1%; H: -0.9; I: i

3. CCN(CC)CCOC(=O)C(c1ccccc1)c1ccccc1
  A: -0.1%; B: 2%; C: 7%; D: 6%; E: -14%; F: 14%; G: -1%; H: 0.2; I: i

4. Cc1nc2nc(NC(=O)c3cccc(Cl)c3)[nH]n2c(=O)c1Cc1ccccc1
  A: 22%; B: 1%; C: 6%; D: 4%; E: -14%; F: -11%; G: /; H: /; I: /

5. CCN(CC)S(=O)(=O)c1ccc(C(=O)O)cc1
  A: -0.6%; B: 4%; C: 1%; D: 20%; E: -6%; F: 20%; G: 0%; H: -4.0; I: i

6. COc1cc(C(=O)NC(c2ccccc2Cl)c2cc(Cl)c3cccnc3c2O)cc(OC)c1OC (configuration not stated)
  A: -0.2%; B: -7%; C: /; D: ?; E: -27%; F: -7%; G: /; H: /; I: /

7. C/C=C(/C)C(=O)O[C@@H]1c2cc3c(c4c2[C@@]2(CO4)C(=O)C(OC)=C(OC)C=C2C[C@@H](C)[C@H]1C)OCO3
  A: 0.1%; B: -5%; C: 11%; D: -4%; E: 9%; F: 5%; G: 0%; H: -0.8; I: i

8. CCCc1cc(C(N)=S)ccn1
  A: -1.4%; B: 0%; C: 0%; D: 30%; E: -8%; F: 2%; G: 1%[15.4 µM]; H: -4.4; I: i

9. CC(C)(C(=O)c1cccnc1)c1cccnc1
  A: -0.2%; B: -2%; C: 13%; D: 3%&10%; E: -8%; F: -1%&14%; G: /; H: -2.6; I: i

10. COc1ccccc1OC(=O)Oc1ccccc1OC
  A: 12%; B: 3%; C: 5%; D: -29%; E: 21%; F: -23%; G: /; H: -0.7; I: i

11. O=C1CCc2cc(OCCCCc3nnnn3C3CCCCC3)ccc2N1
  A: 5.4%; B: -3%; C: ?; D: 7%; E: -15%; F: -27%; G: -1%&-3%&-1%; H: -0.4; I: i

12. COc1ccc2c(CNCCc3ccccc3OC)c(C(=O)O)n(Cc3ccc(F)cc3Cl)c2c1
  A: 0.7%; B: -21%; C: ?; D: ?; E: -5%; F: -59%; G: /; H: /; I: /

Some of these compounds in order of length of the SMILES, largest number first.
Field names: A = Nrf2 activator; B = A549 viability; C = Nrf2 block; D = TGFb SMAD3 inh; E = Abeta yeast res; F = HepG2 viability; G = MmCpn inh; H = CCT modulator; I = pAkt inh
7. C/C=C(/C)C(=O)O[C@@H]1c2cc3c(c4c2[C@@]2(CO4)C(=O)C(OC)=C(OC)C=C2C[C@@H](C)[C@H]1C)OCO3
  A: 0.1%; B: -5%; C: 11%; D: -4%; E: 9%; F: 5%; G: 0%; H: -0.8; I: i

2. COc1c(O)cc2c(c1O)[C@@H]1O[C@H](CO)[C@@H](O)[C@H](O)[C@H]1OC2=O
  A: 2.7%; B: -10%; C: -14%; D: 14%; E: 5%; F: 1%; G: -1%; H: -0.9; I: i

6. COc1cc(C(=O)NC(c2ccccc2Cl)c2cc(Cl)c3cccnc3c2O)cc(OC)c1OC (configuration not stated)
  A: -0.2%; B: -7%; C: /; D: ?; E: -27%; F: -7%; G: /; H: /; I: /

12. COc1ccc2c(CNCCc3ccccc3OC)c(C(=O)O)n(Cc3ccc(F)cc3Cl)c2c1
  A: 0.7%; B: -21%; C: ?; D: ?; E: -5%; F: -59%; G: /; H: /; I: /

4. Cc1nc2nc(NC(=O)c3cccc(Cl)c3)[nH]n2c(=O)c1Cc1ccccc1
  A: 22%; B: 1%; C: 6%; D: 4%; E: -14%; F: -11%; G: /; H: /; I: /

1. COc1ccc(Sc2ccc(NC(=O)c3ccccc3Cl)cc2C#N)cc1
  A: 7.3%; B: ?; C: /; D: -27%; E: 20%; F: -29%; G: -18%; H: -3.7; I: i

3. CCN(CC)CCOC(=O)C(c1ccccc1)c1ccccc1
  A: -0.1%; B: 2%; C: 7%; D: 6%; E: -14%; F: 14%; G: -1%; H: 0.2; I: i

5. CCN(CC)S(=O)(=O)c1ccc(C(=O)O)cc1
  A: -0.6%; B: 4%; C: 1%; D: 20%; E: -6%; F: 20%; G: 0%; H: -4.0; I: i

10. COc1ccccc1OC(=O)Oc1ccccc1OC
  A: 12%; B: 3%; C: 5%; D: -29%; E: 21%; F: -23%; G: /; H: -0.7; I: i

8. CCCc1cc(C(N)=S)ccn1
  A: -1.4%; B: 0%; C: 0%; D: 30%; E: -8%; F: 2%; G: 1%[15.4 µM]; H: -4.4; I: i

Compound activity (PubChem)
